uPA generation: inhibitors of cell surface uPA generation; cell surface uPA generation assay, qHTS; Potency, µM (doses to about 38.3 µM), for inactives: at the highest dose activity change, negative = inhibition, most hits filed as inhibitors; 330,000 compounds, 0.31% hits; active = well fitted inhibition curve with a large enough effect; inconclusive = small, poorly fitted or top-dose-only effect; inactive = no such curve, though single readings can be large or run the other way; tested in mouse RAW 264.7 cells; note: % is set by controls: 0 for no effect and ±100 for the full control effect; nearly all actives have a fitted effect of over 55% in size
ELG1 genotoxic: induces genotoxicity in HEK293T cells with luciferase-tagged ELG1. HEK293T ELG1-luciferase reporter, luminescence, 16 h. Potency, µM (doses to about 46 µM), for the others: top-dose activity change, positive = activation, actives largely listed as activators. 330,000 compounds, 1.3% hits; note: % of control where 0% means no effect; nearly all actives have a fitted effect of over 60% in size
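After overnight (16 hr) compound treatment at 37 °C, ELG1-luciferase HEK293T cells were lysed with ONE-Glo; luminescence quantified 30 min later at room temperature.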
MBNL1-CUG inh: inhibitors of human MBNL1 binding to CUG repeat RNA; Potency, µM (top dose mostly 57.5 µM), for the others: at the top dose activity change, negative = inhibition, usual class: inhibitors; Q9NR56; 280,000 compounds, 0.036% hits; TR-FRET MBNL1-His/biotin-(CUG)12 binding, 665/545 ratio; active = well fitted inhibition curve with a large enough effect in the signal ratio, with a control signal flat, not every such curve was filed as active; inconclusive = small, poorly fitted or top-dose-only effect, or effect the other way, or a change in a side signal; inactive = no such curve, though single readings can be large or run the other way; the % refers to the signal ratio; note: % is set by controls: 0 for no effect and ±100 for the full control effect
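Compounds (final 92 nM to 58 uM) are added to His-tagged MBNL1 and biotin-(CUG)12, then terbium anti-His antibody and streptavidin-XL665 (5 nM final). After 60 min at room temperature, the 665/545 nm ratio is read.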
NPC1 prom act: NPC1 promoter activation | Potency, µM (doses to about 9.22 µM), for inactives: at the highest dose activation, most hits filed as activators | AID 485313 | 320,000 compounds, 2.4% hits | Huh7 NPC1 promoter luciferase reporter, 24 h;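 note: % of control where 0% means no effect; nearly all actives have a fitted effect of over 60% in size; reporter is driven by a mutant NPC1 promoter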
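Stably transfected Huh7 (NPC1 promoter→luciferase), 1500 cells/well in Opti-MEM + 10% FBS, 2 h settle, then compound 24 h at 37 °C. Luminescence after 10 min with Amplite reagent.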
Rab9 prom act: Rab9 promoter activation; Huh7 Rab9 promoter-luciferase reporter, luminescence, 24 h; Potency, µM (doses to about 9.22 µM), for inactives: at the highest dose activation, negative = inhibition, usual class: activators; 320,000 compounds, 2.8% hits; note: % of control where 0% means no effect; nearly all actives have a fitted effect of over 60% in size
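Huh7 reporter line, Rab9 promoter upstream of luciferase. Compound exposure 24 h at 37 °C in reduced-serum medium with 10% FBS. Read-out: luminescence.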
RORgamma inh: ROR gamma (mouse) transcription inhibition. Drosophila S2 Gal4-RORgamma UAS-luciferase reporter, 20 h. Potency, µM (series often up to 53.6 µM), without a hit: top-dose activity change, negative = inhibition, most hits filed as inhibitors. 310,000 compounds, 5.4% hits. AID 2551; note: % is set by controls: 0 for no effect and ±100 for the full control effect; nearly all actives have a fitted effect of over 60% in size
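Compounds are pin-transferred onto Drosophila Schneider cells expressing a copper-inducible Gal4–ROR gamma transactivation domain fusion. After 1 hr, copper sulfate is added to 700 uM final; luciferase is read 20 hr later.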
MLL CXXC-DNA inh: blocks binding of human MLL CXXC domain to DNA. AID 2662. MLL-CXXC / FITC-HOXA9 DNA fluorescence polarization. Potency, µM (doses to about 115 µM), without a hit: at the highest dose activity change, negative = inhibition, actives largely listed as inhibitors. 290,000 compounds, 0.037% hits; active = well fitted inhibition curve with a large enough effect in the polarisation, with a control signal flat, not every such curve was filed as active; inconclusive = small, poorly fitted or top-dose-only effect, or effect the other way, or a change in a side signal; inactive = no such curve, though single readings can be large or run the other way; the % refers to the polarisation
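Steps: dispense CXXC domain solution (7 uM) → pin compounds or unlabeled HOX-A9 DNA control → 5 min ambient → add FLSN-HOX-A9 solution (50 nM) → spin → 30 min ambient → fluorescence polarization. Tris pH 7.5/NaCl/DTT/BSA buffer.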
VP16 counter: Gal4-VP16 reporter inhibition counter-screen; AID 2546; 310,000 compounds, 3.5% hits; Potency, µM (doses to about 53.6 µM), without a hit: top-dose activity, negative = inhibition, most hits filed as inhibitors; Drosophila S2 Gal4-VP16 UAS-luciferase, luminescence, 20 h;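 note: Gal4-VP16 expression switched on by copper sulfate through the metallothionein promoter; % is set by controls: 0 for no effect and ±100 for the full control effect; nearly all actives have a fitted effect of over 50% in size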
p53 reactivation: mutant p53 re-activation in reporter cells | H1299 p53-A138V BP100-luciferase reporter, luminescence, 24 h | Potency, µM (highest dose often 92.2 µM), for inactives: at the highest dose activity change, positive = activation, usual class: activators | 320,000 compounds, 0.063% hits | AID 504706; note: % of control where 0% means no effect; nearly all actives have a fitted effect of over 45% in size
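H1299 (p53-null), stable ts p53-A138V + BP100-Luc; 1000 cells/well, Opti-MEM/10% FBS; cpd 4 pt, 1:5; 24 h, 37 deg C, 5% CO2; detection reagent 10 min RT; luminescence.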
BRCA1 expr act: BRCA1 expression activation; MCF7-BRCA1-FFLuc reporter, luminescence, 48 h; response scale: scaled: vehicle 0%, 10 µM genistein 100%; Potency, µM (top dose mostly 46.1 µM), for inactives: top-dose activation, usual class: activators; 380,000 compounds, 1.1% hits; AID 624202; note: nearly all actives have a fitted effect of over 80% in size; some results filed as inactive show a strong effect at the top dose
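Reporter cells (MCF7, BRCA1 promoter-firefly luciferase) received library compounds across a concentration series for 48 h. End-point luminescence was measured and concentration-effect curves derived after normalization.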
FLuc counter: inhibits or activates purified firefly luciferase, miR-21 counter-screen. P08659. purified FLuc, Km substrates, luminescence inhibition. Potency, µM (highest dose often 57.5 µM), for the others: at the highest dose activity change, negative = inhibition, actives largely listed as inhibitors. 360,000 compounds, 6.9% hits;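 note: plate controls were vehicle for no effect and reference inhibitor for full effect; nearly all actives have a fitted effect of over 55% in size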
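Purified P. pyralis luciferase, 10 nM final, with Km-level 10 uM D-luciferin and 10 uM ATP in 50 mM Tris acetate pH 7.5, 10 mM Mg acetate, 0.01% Tween-20, 0.05% BSA; 6-point qHTS titration about 60 µM downward; luminescence read.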
* = called active by the depositor; ? = inconclusive; · = no result given; & = joins results of further samples; [ ] = dose if it differs, or a comment. Unless noted, calls come from the whole dose curve; as a rule, active = well fitted curve in the direction sought with a large enough effect; inconclusive = small, poorly fitted or top-dose-only effect, or another doubt; inactive = no such curve, though single readings can be large; an effect the other way counts as inactive or inconclusive. Potency is the fitted concentration of half-maximal effect.

Every second line gives: uPA generation | ELG1 genotoxic | MBNL1-CUG inh | NPC1 prom act | Rab9 prom act | RORgamma inh | MLL CXXC-DNA inh | VP16 counter | p53 reactivation | BRCA1 expr act | FLuc counter
1: Cc1ccccc1-c1nc2sc(-c3ccccc3)cc2c(=O)o1
  -2.0% | 5.6% | -4.6% | -33.9%[inhibitor] | 9.5% | 12.2% | -1.6% | -7.1% | 7.4% | 1.3% | 4.78µM*
2: COc1ccc(Cl)cc1NC(=O)Nc1cc(C)on1
  0.2% | 1.3µM* | ? | 1.41µM* | 0.501µM* | ? | -5.5% | ? | ? | -42.4% | 6.01µM*
3: CCO[C@@H]1OC(C(=O)N2CCN(Cc3ccccc3)CC2)=C[C@H](c2csc3ccccc23)[C@H]1CCCO
  -28.4% | -9.3% | 9.0% | 0.2% | -3.7% | 13.8% | -2.7% | -0.9% | -1.4% | -31.0% | 3.0%
4: O=C(C1COc2ccccc2O1)N1CCN(S(=O)(=O)c2ccccc2)CC1 (stereo not drawn)
  3.4% | -8.7% | -4.6% | ? | -5.2% | 16.2% | ? | -1.5% | -11.3% | -8.3% | 3.6%
5: CN1CCN(c2c(/C=N/O)c3ccccc3n2C)CC1
  0.6% | -2.2% | -1.0% | -1.3% | 0.2% | 4.0% | 1.7% | 2.1% | -4.4% | -6.2% | ?
6: Cc1ccc(C(=O)NCCNc2ccc([N+](=O)[O-])cc2C(F)(F)F)cc1
  -10.0% | -2.9% | · | -6.7% | -4.0% | ? | 2.3% | ? | -1.6% | -32.5% | 3.3%
7: O=C(CNc1ccccc1F)Nc1cccc2ccccc12
  1.5% | -1.9% | 6.5% | 2.4% | -2.5% | -1.6% | 9.5% | 25.8% | 5.2% | -0.5% | -10.7%
8: COCCNC(=O)CCCN1C(=O)c2ccccc2Sc2ncccc21
  18.7% | -0.3% | -8.1% | -0.2% | -22.6% | 13.7% | 3.6% | -9.2% | 2.8% | 4.0% | -0.5%&-1.5%
9: O=S1(=O)CCC(NC(=S)N2CCCCCC2)C1 (stereo not drawn)
  2.8% | 2.8% | ? | 0.8% | 1.2% | 14.7% | -0.9% | -2.0% | -0.2% | -3.5% | 4.1%
10: Cc1ccc(/C(N)=N/OC(=O)c2ccc(F)cc2)cc1
  · | 10.3µM* | -1.8% | 15.7% | 14.9% | 6.2% | -0.6% | 14.3%[0.365 µM] | ? | 10µM* | 4.78µM*
11: NS(=O)(=O)c1ccc(CCNCC(=O)NCc2ccccc2Cl)cc1
  10.8% | -0.9% | 1.3% | -1.6% | -6.3% | -5.7% | 8.0% | 6.3% | 12.7% | -35.0% | -2.3%
12: Cn1c(=O)[nH]c(=O)c2c1nc(N1CCOCC1)n2CC(O)COc1ccccc1 (stereo not drawn)
  -1.2% | -6.9% | -10.6% | -0.1% | 1.5% | 8.4% | 4.5% | 0.4% | -7.4% | -13.3% | 8.3%
13: COc1ccc(-n2nc(C(=O)NCC(=O)N3CCCC3)c3ccccc3c2=O)cc1Cl
  -0.4% | -5.4% | -0.1% | -2.1% | 10.9% | -7.1% | 7.3% | -6.5% | -0.3% | -32.0% | 8.49µM*
14: Cc1ccc(C)c(NC(=O)CCCCCCCCCCC2COCCO2)c1 (stereo not drawn)
  1.0% | -2.2% | 4.9% | 0.9% | 0.5% | -0.1% | 10.3% | -2.6% | -0.4% | -15.6% | 2.4%
15: CCOC(=O)N1c2ccccc2Sc2ccccc21
  -11.5% | 5.9% | 8.0% | -1.9% | -3.7% | 14.9% | -10.1% | 4.7% | 1.8% | -16.5% | 6.2%
16: O=C(NCc1ccco1)c1cccc(Nc2nc3ccc(Br)cc3[nH]2)c1
  15.9% | -9.2% | 1.4% | 2.0% | 0.0% | -9.8% | 16.3% | ? | 3.6% | -19.7% | ?
17: O=C(Nc1ccccc1N1CCN(C(=O)c2ccc(Cl)cc2)CC1)c1ccc(Br)cc1
  · | -1.4% | 0.2% | -1.7% | -3.0% | 6.4% | 11.9% | -8.0% | -0.1% | -49.4% | 5.0%
18: Cc1nc2ccccc2n1CC(O)COC1CCCCC1 (stereo not drawn)
  · | -7.4% | -9.8% | -1.4% | -3.1% | ? | -4.4% | -18.3% | -7.6% | -38.6% | 0.3%
19: Cc1ccc(CNC(=O)CN(C(=O)C2(C)CC(=O)N=C3C=CC=CN32)c2ccc(F)cc2)cc1 (stereo not drawn)
  -1.5% | -1.1% | 2.2% | 0.1% | -1.8% | -26.8% | 0.4% | -3.6% | -2.5% | 1.3% | -0.7%
20: O=C1c2ccccc2NC(c2ccccc2O)N1c1ccc(F)cc1 (stereo not drawn)
  -6.5% | ? | -4.5% | 3.98µM* | 3.98µM* | -1.3% | 2.0% | 9.2% | 12.2% | 3.98µM* | -13.8%
21: CC1(C(=O)OCC(=O)Nc2ncc(Cl)cc2Cl)CC1(Cl)Cl (stereo not drawn)
  1.0% | -2.9% | · | -2.2% | -3.3% | · | · | · | 8.4% | -3.5% | -4.6%
22: CCC(C)Nc1nc2ccccc2n2c(C)nnc12 (stereo not drawn)
  -19.5% | ? | -9.7% | 8.8% | 0.8% | -27.4% | -0.7% | 7.0% | -5.0% | -35.7% | -2.9%
23: O=Cc1sc(Nc2ccccc2)nc1Cl
  -25.0% | -3.5% | ? | -2.3% | 1.7% | 33.2% | 73.5%[activator] | ? | 21.1% | -24.2% | ?
24: CC(C)CC(=O)N1CCN(C(=O)c2ccc(F)cc2)CC1
  1.6% | -0.3% | 0.6% | -3.1% | -3.0% | -30.2% | 1.2% | -6.3% | 18.7% | -21.7% | 0.5%
25: Cc1cccc(NC(=O)c2cnc3scc(C)n3c2=O)c1
  3.8% | 16.2% | 148.5%[activator] | 3.16µM* | 3.16µM* | ? | -3.5% | 14.2% | ? | 59.3% | 8.49µM*
26: CNS(=O)(=O)c1cn(CC(=O)NCc2ccc(OC)cc2)cc1S(=O)(=O)NC
  1.6% | -1.1% | -2.3% | -1.7% | -0.7% | 21.5% | 9.8% | -3.2% | -2.2% | -18.4% | 0.2%
27: COc1cc2[nH]c(=S)nc(NCc3ccccc3)c2cc1OC
  -4.6% | 0.0% | ? | -1.0% | -5.5% | 7.08µM* | 33.0%[activator] | ? | -2.8% | 3.8% | -2.4%
28: COc1ccc(Cn2nnc3c(=O)[nH]c(C4CCN(C(=O)c5ccccc5Cl)CC4)nc32)cc1
  -0.9% | 0.2% | -18.5% | -1.4% | 3.4% | ? | -2.2% | -18.3% | 1.9% | 7.8% | -3.0%
29: Fc1ccccc1Cc1noc(CN2CCN(C/C=C/c3ccccc3)CC2)n1
  -6.5% | -5.6% | -1.1% | 3.2% | -3.4% | 45.2% | 20.7% | -10.9% | 11.2% | -1.0% | 6.7%
30: Cc1cc(C(=O)c2ccccc2)c(NC(=O)CCl)s1
  -6.2% | 4.3% | · | -8.0% | 0.4% | -11.9%[10 µM] | -19.6% | -99.1% | -15.6% | -64.8% | 1.8%
31: CC(C)(C)C(=O)C(Cc1ccccc1)n1cncn1 (stereo not drawn)
  0.3% | -0.8% | -5.2% | -0.5% | -1.9% | -8.5% | 5.5% | 16.6% | -3.9% | 10.6% | -1.2%
32: NNC(=O)C1CC1c1ccccc1 (stereo not drawn)
  -3.6% | 4.9% | -7.4% | -1.8% | 0.1% | ? | 0.9% | ? | 6.6% | -5.8% | 5.0%
33: CC1CN(C(=O)COC(=O)CSc2ccc([N+](=O)[O-])cc2)CC(C)O1 (stereo not drawn)
  2.4% | 0.7% | · | -1.9% | 2.6% | · | · | · | 6.2% | -0.9% | 6.6%
34: CC(C)CCC(C)NC(=O)Cc1ccc(S(=O)(=O)N2CCOCC2)s1 (stereo not drawn)
  0.5% | -0.5% | -1.7% | 0.6% | 3.3% | ? | ? | 4.4% | 11.7% | 1.9% | 3.1%
35: CCOC(=O)CNc1nc(Cl)nc(Nc2ccc(Cl)cc2)n1
  10.3% | 1.8% | -5.6% | -3.9% | -1.6% | ? | -0.4% | ? | 2.4% | -30.5% | -1.4%
36: COc1ccc(NC(=O)NC23CC4(C)CC(C)(CC(C)(C4)C2)C3)cc1OC
  2.8% | -0.6% | 2.9% | -3.7% | 0.1% | 30.2% | -0.5% | -12.0% | 7.7% | -41.2% | 7.1%

Only part of the results is shown; count on the stated rates, not on these rows.
